High-throughput results as filed in PubChem.
KCNK3 inh = human KCNK3 channel inhibitors, primary screen, CHO cells, FluxOR thallium flux, B-score | 340,000 compounds, 0.84% hits | Potassium channel subfamily K member 3 (Homo sapiens), O14649 | B-score at 10 µM | FluxOR fluorescence; active compounds read low | AID 602410, 2012;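 active = B-score under library mean minus 4 SD, starting fluorescence ratio at most library mean plus 5 SD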;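 note: more negative B-score means stronger inhibition of thallium flux through KCNK3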
MrgX1 ag = agonists of human MrgX1 receptor, primary screen, HEK293 cells, Fluo-4 calcium flux; Fluo-4 calcium fluorescence, agonist mode; active compounds read high; B-score at 10 µM; 310,000 compounds, 0.44% hits; Mas-related G-protein coupled receptor member X1 (Homo sapiens), Q96LB2;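 active = calcium response B-score plate-corrected fluorescence ratio at least 3 library SD, with starting fluorescence B-score inside 5 SD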
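System – MrgX1-expressing HEK293 cells · Incubation – cells plated overnight, dye loaded 0.5 h 37 °C, 0.5 h room temperature · Technique – kinetic Fluo-4 NW fluorescence of intracellular calcium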
KCNQ1 act = potentiators or activators of KCNQ1 channel, primary screen, cell-based, thallium flux, high-throughput | 310,000 compounds, 0.35% hits | B-score at 10 µM | Potassium voltage-gated channel subfamily KQT member 1 (Homo sapiens), P51787 | CHO-K1 KCNQ1, thallium flux FluxOR fluorescence; active compounds read high;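 active = fluorescence ratio B-score, a plate-corrected score, at least three library SD, with initial intensity B-score within 5 SD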
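Assay system: CHO-K1 cells stably expressing KCNQ1. Medium: assay buffer for compound exposure, DMSO matched across wells. Timing: 37 °C overnight plating, 90-min dark dye load, 20-min compound pretreatment. Signal: kinetic FluxOR fluorescence, 10 s baseline plus 110 s post-stimulus.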
TMEM16A act = TMEM16A chloride channel activators or potentiators, primary screen, cell-based, HTS. Anoctamin-1 (Mus musculus), Q8BHY3. HEK293 TMEM16A/YFP-H148Q/I152L, iodide quench fluorescence; active compounds read low. B-score at 10 µM. 340,000 compounds, 0.3% hits. AID 623877, 2012;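 active = fluorescence-ratio B-score plate-corrected deviation score at least 3 library SD below zero, with starting fluorescence score within 5 deviations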;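 note: channel opened by trigger with iodide after compound preincubation; score built on the fluorescence ratio of max minus min over baseline; more negative score means more quench and so TMEM16A activation or potentiation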
KCNQ1 inh = inhibitors of human KCNQ1 channel, primary screen, cell-based, thallium flux, high-throughput. Potassium voltage-gated channel subfamily KQT member 1 (Homo sapiens), P51787. CHO-K1 KCNQ1, FluxOR thallium flux fluorescence; active compounds read high. B-score at 10 µM. 310,000 compounds, 1.3% hits. AID 2642, 2010;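 active = compounds whose thallium flux B-score, printed positive for inhibition, exceeds three library SD while starting fluorescence stays within three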;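 note: channel opened by potassium depolarization with thallium stimulus after 20 min compound exposure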
KCNK9 inh = KCNK9 potassium channel inhibitors, primary screen, HEK293 cells, thallium flux. Potassium channel subfamily K member 9 (Homo sapiens), Q9NPC2. AID 488922, 2010. B-score at 10 µM. 310,000 compounds, 1.2% hits. FluxOR thallium flux fluorescence; active compounds read low;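 active = ratio B-score over 3 SD below the library mean, with starting fluorescence within 5 SD of its mean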;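 note: negative B-score means less thallium flux so channel inhibition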
RGS4 block = RGS4 inhibitors, primary screen, cell-based, HEK293 M3R inducible RGS4, calcium flux; Regulator of G-protein signaling 4 (Homo sapiens), P49798; Fluo-4 calcium flux; active compounds read high; triggered by carbachol at its EC20; B-score at 10 µM; 310,000 compounds, 0.45% hits;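 active = B-score, a plate-corrected calcium signal, over three deviations above library mean, with baseline fluorescence within five deviations of library mean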;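 note: RGS4 expression induced by doxycycline in cells with stable M3 receptor; B-score is computed from the integrated fluorescence ratio over baseline after carbachol; higher B-score means a larger calcium signal and so more RGS4 inhibition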
MrgX1 allo act = positive allosteric modulators of MrgX1, primary screen, HEK293 cells, Fluo-4 calcium flux; Mas-related G-protein coupled receptor member X1 (Homo sapiens), Q96LB2; FDSS; active compounds read high; B-score at 10 µM; 310,000 compounds, 0.63% hits; AID 588675, 2011;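 active = plate-corrected calcium response at least 3 library SD above typical, normal starting fluorescence, not activating the receptor alone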;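 note: compound read alongside a low EC10 to EC30 dose of BAM8-22 agonist; peak minus trough fluorescence over baseline measured at the second addition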
hERG protect = hERG rescue from dofetilide block, primary screen, cell-based, CHO-hERG, FluxOR thallium flux, dofetilide IC70; AID 1511, 2009; 310,000 compounds, 0.51% hits; dofetilide IC70 present; activation (rescue from dofetilide block), less the hit threshold, % at 10 µM; Voltage-gated inwardly rectifying potassium channel KCNH2 (Homo sapiens), Q12809;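 active = activation above the mean of controls blocked by dofetilide plus 5 SD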;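 note: thallium influx through hERG after potassium depolarization seen as dye fluorescence rise; in these data hits start at about 4.7%; inactives centre near -7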
Target sequence (Q12809 whole entry, looked up): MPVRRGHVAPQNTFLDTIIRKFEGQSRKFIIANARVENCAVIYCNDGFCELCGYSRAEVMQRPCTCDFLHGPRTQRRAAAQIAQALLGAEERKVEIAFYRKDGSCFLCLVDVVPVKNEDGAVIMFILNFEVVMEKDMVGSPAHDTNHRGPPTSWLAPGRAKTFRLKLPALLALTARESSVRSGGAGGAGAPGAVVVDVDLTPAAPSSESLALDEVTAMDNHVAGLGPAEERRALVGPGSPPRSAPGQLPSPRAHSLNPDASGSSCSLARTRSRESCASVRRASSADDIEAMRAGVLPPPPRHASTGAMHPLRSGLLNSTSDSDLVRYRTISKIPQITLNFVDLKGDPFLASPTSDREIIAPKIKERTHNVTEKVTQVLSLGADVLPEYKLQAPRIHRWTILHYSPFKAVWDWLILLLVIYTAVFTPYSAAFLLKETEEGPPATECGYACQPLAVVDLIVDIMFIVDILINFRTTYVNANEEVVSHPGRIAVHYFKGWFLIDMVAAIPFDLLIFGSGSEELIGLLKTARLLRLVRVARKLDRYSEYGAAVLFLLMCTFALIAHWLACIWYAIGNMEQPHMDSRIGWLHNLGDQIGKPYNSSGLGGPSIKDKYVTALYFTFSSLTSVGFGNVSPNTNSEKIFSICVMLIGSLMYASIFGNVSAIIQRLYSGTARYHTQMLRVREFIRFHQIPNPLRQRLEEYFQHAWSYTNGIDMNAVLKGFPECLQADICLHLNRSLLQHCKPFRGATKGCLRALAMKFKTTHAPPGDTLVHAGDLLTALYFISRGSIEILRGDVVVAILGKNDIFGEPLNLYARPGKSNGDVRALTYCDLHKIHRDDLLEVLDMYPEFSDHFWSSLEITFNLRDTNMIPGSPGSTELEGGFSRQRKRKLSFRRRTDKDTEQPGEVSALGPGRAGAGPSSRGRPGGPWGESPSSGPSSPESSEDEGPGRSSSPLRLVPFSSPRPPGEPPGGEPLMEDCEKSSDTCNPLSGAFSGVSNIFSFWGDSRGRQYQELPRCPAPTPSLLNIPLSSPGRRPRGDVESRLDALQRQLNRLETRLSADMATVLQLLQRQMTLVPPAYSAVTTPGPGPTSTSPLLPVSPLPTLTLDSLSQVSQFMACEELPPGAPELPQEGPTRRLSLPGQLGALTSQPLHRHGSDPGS
TMEM16A inh = TMEM16A chloride channel inhibitors, primary screen, cell-based, HTS | Anoctamin-1 (Mus musculus), Q8BHY3 | 310,000 compounds, 1.2% hits | normalized B-score (activity score, 25-100; higher = stronger inhibition) at 10 µM | HEK293 TMEM16A/YFP iodide influx fluorescence, ionomycin | AID 588511, 2011;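 active = ratio plate-corrected score three or more library SD toward inhibition, starting fluorescence score within five deviations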;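 note: score derived from kinetic fluorescence span divided by baseline fluorescence per well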
RGS4 pot = RGS4 potentiators or activators, primary screen, cell-based, HEK293 M3R inducible RGS4, calcium flux; carbachol calcium flux Fluo4; active compounds read low; B-score at 10 µM; 310,000 compounds, 0.92% hits;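 active = B-score of the integrated calcium signal more than 4 SD below the library mean, with starting fluorescence not abnormally high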;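 note: negative B-score means reduced calcium response which marks RGS4 activation or potentiation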
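Material: Inducible-RGS4 HEK293 cells carrying M3 receptor; also added: carbachol at ECmax as muscarinic agonist stimulus; incubation: compound preincubation 20 min at room temperature before agonist; signal: Fluo4-AM (2 µM) calcium-flux fluorescence, kinetic read; measure: integrated calcium ratio converted to B score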
* hit, by the source's call; i = inactive; / = no result given. An unsorted share of the library (roughly 6.3% active in at least one column).

canonical_smiles,RGS4 pot,MrgX1 ag,KCNQ1 inh,KCNQ1 act,hERG protect,TMEM16A inh,RGS4 block,TMEM16A act,KCNK3 inh,MrgX1 allo act,KCNK9 inh
Nc1nn(S(=O)(=O)c2cccc3nsnc23)cc1-c1ccc(Br)cc1,i,i,i,i,-6,25*,i,i,i,i,i
CCCCN(Cc1ccco1)S(=O)(=O)c1ccc(-c2ccc(=O)[nH]n2)s1,i,i,i,i,-4,i,i,i,i,i,i
O=C(NC1CCCC1)c1nc2c(nnn2Cc2ccccc2Cl)c(=O)[nH]1,i,i,i,i,-10,i,i,i,i,i,i
Cn1c(=O)oc2cc(S(=O)(=O)N3CCN(C(=O)c4ccco4)CC3)ccc21,i,i,i,i,-18,100*,i,i,i,i,i
Cc1ccc(S(=O)(=O)N2CCN(C(=O)CC(C)n3cncn3)CC2)cc1C (centres undefined),i,i,i,i,-3,i,i,i,i,i,i
COCC(C)n1c(SCc2cc(=O)n3cc(C)ccc3n2)nc2ccccc2c1=O (centres undefined),i,i,i,i,-13,i,i,i,i,i,i
N#Cc1ccc(Oc2cnccn2)cc1,i,i,i,i,-2,i,i,i,i,i,i
CCOC(=O)c1nn(-c2cccc(Cl)c2)c2nc(CC(C)C)c(C#N)c(=O)n12,i,i,i,i,-11,i,i,i,i,i,i
O=C1C(NS(=O)(=O)c2cccs2)=C(N2CCN(c3ccccc3)CC2)C(=O)c2ccccc21,i,i,i,i,-5,i,i,i,i,i,i
COCc1cc(C)nc2sc(C(=O)N3CCN(c4ccccc4)CC3)c(N)c12,i,i,i,i,-18,i,i,i,i,i,i
Cc1occc(=O)c1OCc1ccccc1,i,i,i,i,-5,i,i,i,i,i,i
O=C(Nc1ccccc1)N1CCCC2CCCCC21 (centres undefined),i,i,i,i,-5,i,i,i,i,i,i
CCOC(=O)C1CCCN(C(=S)Nc2ccc(Nc3ccccc3)cc2)C1 (centres undefined),i,i,i,i,-6,i,i,i,i,i,i
O=c1oc2ccccc2c(Nc2ccc(Cl)cc2)c1[N+](=O)[O-],i,i,i,i,-5,i,i,i,i,i,i
CC(C(=O)OCC(=O)c1c(N)n(C)c(=O)n(C)c1=O)N1C(=O)c2ccccc2C1=O (centres undefined),i,i,i,i,-5,i,i,i,i,i,i
Cn1c(CCCNC(=O)c2ccccc2)nc2ccccc21,i,i,i,i,-9,i,i,i,i,i,i
CC(C)(C)[C@@H]1C=C(C(=O)N2CCOCC2)O[C@H](OCc2ccc(CO)cc2)C1,i,i,i,i,-8,i,i,i,i,i,i
Cc1c(NC(=O)CC2CC(C)OC2=O)c(=O)n(-c2ccccc2)n1C (centres undefined),i,i,i,i,-13,i,i,i,i,i,i
CCC(O)CNC(=O)CCc1nnc(C2(c3ccc(Cl)cc3)CCC2)o1 (centres undefined),i,i,i,i,-12,i,i,i,i,i,i
CCCn1c(=O)c(F)cn(Cc2ccc(OC)c([N+](=O)[O-])c2)c1=O,i,i,i,i,-9,i,i,i,i,i,i
NC(=O)c1ccc(NC(=O)CCc2nc3sc4c(c3c(=O)[nH]2)CCCC4)cc1,i,i,i,i,-14,i,i,i,i,i,i
COc1cc(OC)c(N(C)C(=O)c2cn(C)c(=O)c3cc(OC)c(OC)cc23)cc1Cl,i,i,i,i,-5,i,i,i,i,i,i
O=C(Nc1ccccc1)c1nn(-c2ccccc2)c(=O)cc1C(F)(F)F,i,i,i,i,-11,i,i,i,i,i,i
C=CCn1c(COc2ccc(Cl)cc2)nnc1SCC(=O)NCC(=O)OCC,i,i,i,i,-7,i,i,i,i,i,i
CC1CCCCC1NC(=O)CCS(=O)(=O)c1ccc2c(c1)NC(=O)CS2 (centres undefined),i,i,i,i,-3,i,i,i,i,i,i
Cc1cc(C(=O)NCc2ccccc2F)c2ccccc2n1,i,i,i,i,-4,i,i,i,i,i,i
CN(C(=O)COC(=O)c1nc(-c2ccccc2)n(-c2ccccc2)n1)C1CCS(=O)(=O)C1 (centres undefined),i,i,i,i,-7,i,i,i,i,i,i
Cc1ccc(NC(=O)C(=O)c2c(-c3ccccc3)cc3ccccn23)cc1S(=O)(=O)N1CCOCC1,i,i,i,i,-10,i,i,i,-10*,i,i
CC(NC(=O)CCC(=O)c1ccc(F)cc1)C1CC2CCC1C2 (centres undefined),i,i,i,i,-9,i,i,i,i,i,i
CCCC(=O)N1CCN(c2ccc(NC(=O)c3ccc([N+](=O)[O-])o3)cc2Cl)CC1,i,/,i,i,-28,/,i,i,i,/,i
CC(C)CC1NC(C(=O)O)Cc2c1[nH]c1ccccc21 (centres undefined),i,i,i,i,-3,i,i,i,i,i,i
CCOc1ccc(CCNC(=O)C2CCCN(S(C)(=O)=O)C2)cc1OCC (centres undefined),i,i,i,i,-7,i,i,i,i,i,i
COC(=O)c1ccccc1NC(=O)NCc1ccccn1,i,i,i,i,-9,i,i,i,i,i,i
CN(C)c1ccc(C(=O)OCc2ccc(Br)cc2)cc1,i,i,i,i,-9,i,i,i,i,i,i
Cc1ccc(CNC(=O)c2ccc(N3CCC4(CC3)CC(c3cccc(Br)c3)=NO4)c(NC(=O)c3cccc(C)c3)c2)cc1,/,i,/,/,/,i,/,i,i,i,/
CCOC(=O)N1CCN(C(=O)CSc2nc3c(c(=O)n2-c2ccccc2OC)SCC3)CC1,i,i,i,i,-3,i,i,i,i,i,i
CC(C)(C)NC(=O)c1ccc(NC(=O)C2COc3ccccc3O2)cc1 (centres undefined),i,i,i,i,-10,i,i,i,i,i,i
O=S(CC(O)COCc1ccc(Cl)cc1)c1ccccn1 (centres undefined),i,i,i,i,-7,i,i,-8.1*,i,i,i
CCOC(=O)c1cccc(NC(=O)CCS(=O)(=O)c2cccc3nsnc23)c1,i,i,i,i,-11,i,i,i,i,i,i
O=C(NC1CCN(Cc2ccccc2)CC1)C1CCN(S(=O)(=O)c2cccc([N+](=O)[O-])c2)CC1,i,i,i,i,-3,i,i,i,i,i,i
CC1(C)CC(NC(=O)c2ccc(Br)o2)CC(C)(C)N1,i,i,i,i,-12,i,i,i,i,i,i
CCOC(=O)CCc1c(C)nc(-n2[nH]c(C)c(CCO)c2=O)[nH]c1=O,i,i,i,i,-4,i,i,i,i,i,i
COc1ccccc1CNC(=O)CCS(=O)(=O)c1cccc2nonc12,i,i,i,i,-14,i,i,i,i,i,i
COc1cc2[nH]c(=O)n(Cc3ccc(C(=O)NCCCN4CCN(C)CC4)cc3)c(=O)c2cc1OC,i,i,i,i,-6,i,i,i,i,i,i
CC1CCCN(S(=O)(=O)c2ccc(NC(=O)CN3C(=O)NC(C)(c4ccccc4)C3=O)cc2)C1 (centres undefined),i,i,i,i,-12,i,i,i,i,i,i
O=C(CN1CCN(Cc2ccc3c(c2)OCO3)CC1)N1CCc2[nH]c3ccccc3c2C1,i,/,i,i,-18,/,i,/,/,/,i
CCOc1ncccc1C(=O)OCc1ccc([N+](=O)[O-])cc1,i,i,i,i,-12,i,i,i,i,i,i
COc1ccc(N2CCN(C(CNS(C)(=O)=O)c3ccco3)CC2)cc1 (centres undefined),i,i,i,i,-7,i,i,i,i,i,i
O=C(CSc1ccccc1F)NC(=O)NCc1ccco1,i,i,i,i,-11,i,i,i,i,i,i
CCOC(=O)c1ccc(NC(=O)NCc2ccccn2)cc1,i,i,i,i,-10,i,i,i,i,i,i
Cc1ccc(S(=O)(=O)N(C)CC(=O)N2CCc3ccccc32)cc1,i,i,i,i,-9,i,i,i,i,i,i
CCOC(=O)c1cnn(-c2nc(CC)nc3sc4c(c23)CCC4)c1N,i,i,i,i,-6,i,i,i,i,i,-10*
CC(C)(C)C1(O)CC(C(F)(F)F)=NN1C(=O)CCCc1ccccc1 (centres undefined),i,i,i,i,-3,i,i,i,i,i,i
Cc1cc(-c2csc(N)n2)c(C)n1Cc1ccco1,i,i,i,i,-5,i,i,i,i,i,i
CCn1cc(C(=O)NCCCN2CC(C)CC(C)C2)c(=O)c2cc(S(=O)(=O)N(C)C3CCCCC3)ccc21 (centres undefined),i,i,i,i,-12,i,i,i,i,i,i
CC(C)c1nnc(NC(=O)CCC(=O)N2CCN(C3CCCCC3)CC2)s1,i,i,i,i,-9,i,i,i,i,i,i
Cc1c(NC(=O)CCN2C(=O)c3ccccc3C2=O)c(=O)n(-c2ccccc2)n1C,i,i,i,i,-10,i,i,i,i,i,i
Cc1ccc(/C=C/C(=O)c2ccc(O)cc2)cc1,i,i,i,i,-14,i,i,i,i,i,i
O=C(N/N=C/c1cn[nH]c1-c1ccccc1)c1ccco1,i,i,i,i,-10,i,i,i,i,i,i
COC(=O)c1scc(C)c1NC(=O)/C=C/C(=O)O,i,i,i,i,-8,i,i,i,i,i,i
